MEKK3 PB1 HTS: modulators (inhibitors or enhancers) of MEK5 binding to human MEKK3 PB1 domain | Q99759 | bead-based flow cytometry, Alexa488-MEK5 binding to MEKK3; actives lie on both sides; 0 = blocked by unlabeled MEK5, 100 = vehicle | binding response (% of control), % at 10 µM | hit rate 1.4% among 290,000;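 active means binding response more than 3 SD above or below the average of its plate-row segment, actives on both sides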;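 further: Alexa488 bead fluorescence after subtracting the streptavidin-only scavenger bead signal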
Target sequence (Q99759 whole entry, looked up, the tested form may be a part): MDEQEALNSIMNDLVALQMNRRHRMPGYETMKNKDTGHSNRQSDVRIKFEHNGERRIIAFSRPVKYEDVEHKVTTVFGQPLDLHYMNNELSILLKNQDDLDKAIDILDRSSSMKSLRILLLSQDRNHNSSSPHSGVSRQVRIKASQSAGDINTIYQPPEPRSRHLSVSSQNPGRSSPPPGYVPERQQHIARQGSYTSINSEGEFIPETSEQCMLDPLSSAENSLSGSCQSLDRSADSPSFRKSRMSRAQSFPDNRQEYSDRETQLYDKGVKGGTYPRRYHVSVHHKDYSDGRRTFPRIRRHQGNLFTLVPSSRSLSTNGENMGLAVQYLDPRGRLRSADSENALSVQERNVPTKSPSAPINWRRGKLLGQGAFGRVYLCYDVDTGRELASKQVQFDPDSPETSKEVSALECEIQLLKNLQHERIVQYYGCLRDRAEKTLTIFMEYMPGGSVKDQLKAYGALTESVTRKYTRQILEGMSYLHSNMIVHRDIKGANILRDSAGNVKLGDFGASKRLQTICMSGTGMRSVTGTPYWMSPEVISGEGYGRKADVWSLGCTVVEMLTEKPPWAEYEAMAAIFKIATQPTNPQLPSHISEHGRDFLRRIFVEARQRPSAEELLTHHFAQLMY
UBC9 SUMO inh: SUMOylation inhibition | P63279 | HTRF SUMOylation assay, SAE1/SAE2 + UBC9, in vitro | inhibition, % at 35 µM | hit rate 0.36% among 290,000; in the data active means inhibition above about 50%, passing the limit was not always enough; further: strong numbers were not always called active
Target sequence (P63279 whole entry, looked up): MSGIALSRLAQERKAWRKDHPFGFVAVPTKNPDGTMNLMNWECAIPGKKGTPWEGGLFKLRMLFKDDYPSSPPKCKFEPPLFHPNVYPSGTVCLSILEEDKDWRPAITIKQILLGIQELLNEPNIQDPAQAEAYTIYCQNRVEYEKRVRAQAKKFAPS
HCV NS3 hel inh: inhibitors of Hepatitis C virus NS3 helicase; NS3 helicase DNA unwinding, Cy5 molecular beacon fluorescence; inhibition, % at 10.9 µM; hit rate 0.56% among 290,000;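 active means inhibition above the mean of all tested compounds plus 3 SD, set per campaign, cut at about 35% in these data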;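 further: 0% = DMSO wells and 100% = thioflavine S control wells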
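System: Hepatitis C virus NS3 helicase domain fragment enzyme | Reagent: Annealed dual-labelled DNA beacon duplex, ATP-started | Compound dosing: 10.9 µM single point, 0.8% DMSO | Incubation: 1 h reaction at 25 °C, ATP-initiated | Technique: Cy5 fluorescence | Evaluation: Percent inhibition from t60/t0 fluorescence ratio | Benchmarks: Low DMSO, high thioflavine S at 110 µM | Replication: Singlicate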
MEKK2 WT-MEK5: raises or lowers MEK5 binding to wildtype human MEKK2 PB1 domain | AID 1531 | binding response (% of control), % at 10 µM | bead flow cytometry, Alexa488-MEK5 binding to MEKK2 WT; actives lie on both sides | hit rate 1.1% among 290,000 | Q9Y2U5; in the data active means binding response below about 67% or above about 130%
CRFR2-BP ag: CRF-BP/CRF-R2 complex agonism; AID 588473; hit rate 0.46% among 350,000; HEK293 CRF-R2/CRF-BP, calcium dye fluorescence (FLIPR); percent of saturating CRF peptide response; activation, % at 13.2 µM;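 active means activation of at least 50%, plus an integration ratio under a set limit after plate pattern correction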;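 further: plate controls were neutral control wells without compound for no effect and CRF at EC100 for full effect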
DNA FID counter: counter-screen for HCV NS3 helicase inhibitors: DNA intercalator displacement | DNA fluorescent intercalator displacement, fluorescence | inhibition, % at 7.9 µM | hit rate 0.17% among 290,000; in the data active means inhibition above about 37%;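 further: 0% = vehicle and 100% = reference compound; higher means more ethidium bromide displaced from hairpin DNA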
CRFR2-BP antag: CRF-BP/CRF-R2 complex antagonism | HEK293 CRF-R2/CRF-BP, CRF-induced calcium fluorescence | inhibition, % at 11.8 µM | hit rate 0.59% among 350,000 | AID 588475;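 active means inhibition of the ligand-induced calcium signal above about 50% at the single tested concentration, limit read from the data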
MEKK2 mut-MEK5: signal of MEK5 binding to mutant human MEKK2 PB1 domain; bead flow cytometry, Alexa488-MEK5 binding to MEKK2 mutant; percent response, % at 10 µM; hit rate 0.35% among 290,000; AID 1530; in the data active means percent response above about 24%, passing the limit was not always enough; further: inactives centre near 1; some results filed as inactive read as strong as hits
GalR3 antag: blocks the human galanin receptor 3; HEK293 GalR3-CNG cAMP membrane potential fluorescence; galR3 body fused to GalR1 C-terminus; inhibition, % at 3 µM; hit rate 0.44% among 360,000; AID 651719;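 active means inhibition above the screen-wide average plus 3 SD, cut at about 13% in these data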;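 further: forskolin and galanin both at EC90 stimulate the cells; cAMP rise reported by CNG channel membrane potential dye signal; 0% = forskolin plus galanin with DMSO and 100% = forskolin alone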
Target sequence (O60755 1-299 limits assumed): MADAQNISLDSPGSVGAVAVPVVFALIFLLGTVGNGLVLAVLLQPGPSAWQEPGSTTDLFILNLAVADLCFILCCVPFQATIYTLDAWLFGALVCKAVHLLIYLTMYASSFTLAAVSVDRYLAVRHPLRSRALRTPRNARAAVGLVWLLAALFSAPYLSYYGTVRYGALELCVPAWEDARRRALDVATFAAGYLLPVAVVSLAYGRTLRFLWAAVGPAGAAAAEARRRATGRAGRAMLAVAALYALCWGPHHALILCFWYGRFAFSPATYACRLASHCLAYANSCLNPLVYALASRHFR
* hit, by the source's call; / = no result given; [ ] = dose if it differs, or a comment. The list is partial, so the mix of outcomes need not match the whole.

| Molecule | MEKK3 PB1 HTS | UBC9 SUMO inh | HCV NS3 hel inh | MEKK2 WT-MEK5 | CRFR2-BP ag | DNA FID counter | CRFR2-BP antag | MEKK2 mut-MEK5 | GalR3 antag |
| --- | --- | --- | --- | --- | --- | --- | --- | --- | --- |
| CCCCNC(=O)c1cc([N+](=O)[O-])[nH]n1 | 105 | -10 | -8 | 101 | 0.2 | 2 | -19 | 3 | -11 |
| COc1cccc(C(=O)NNC(=O)c2ccccc2-n2cccc2)c1 | 109 | 9 | -7 | 101 | -0.5 | 3 | 5 | -4 | -6 |
| CC(=O)N/C(N)=N/c1nc2cc([N+](=O)[O-])ccc2o1 | 93 | -8 | 2 | 88 | 0.6 | 1 | 5 | -13 | -1 |
| Cc1ccc(-n2c(=O)[nH]cc(C(=O)Nc3ccc4c(c3)OCCO4)c2=O)cc1 | 101 | 11 | 3 | 101 | 1.1 | -1 | 2 | -2 | -3 |
| Cc1[nH]c2ccccc2c1C(=O)CSc1n[nH]c(N)n1 | 108 | 0 | 4 | 100 | -1.0 | -14 | 12 | -4 | -1 |
| CS(=O)(=O)N(Cc1ccc(C(=O)N2CCc3ccccc3C2)cc1)c1ccccc1 | 100 | 13 | -7 | 91 | 0.6 | -34 | -58 | -10 | -1 |
| Nc1ccc(Oc2ccc3c(c2)C(=O)NC3=O)cc1 | 103 | 4 | 2 | 108 | -1.9 | -3 | 1 | 3 | -9 |
| CCN(CC)CCN1CNC(=S)N(c2ccccc2OC)C1 | 104 | 12 | 0 | 128 | -1.1 | 6 | 0 | 11 | -2 |
| CCCc1cc(=O)[nH]c(SCC(=O)N2CCOCC2)n1 | 97 | 25 | 2 | 98 | -0.9 | -3 | 8 | -2 | 0 |
| COc1ccc(C)cc1NC(=O)CC(O)(C(F)(F)F)C(F)(F)F | 93 | -4 | -1 | 93 | -0.9 | -4 | 1 | -11 | -4 |
| COc1ccc(S(=O)(=O)Nc2nc(C(F)(F)F)cs2)cc1 | 96 | -15 | 6 | 104 | 0.8 | -5 | 21 | 2 | 2 |
| CC(C)(C)c1ccc(C(=O)N2CCCN(c3ccc([N+](=O)[O-])cn3)CC2)cc1 | 102 | -24 | 7 | 103 | 0.4 | -24 | 0 | 6 | -5 |
| CS(=O)(=O)N1CCCC(C(=O)NCc2ccccc2Cl)C1 (stereo unspecified) | 91 | 8 | -5 | 95 | 0.7 | -2 | 10 | -5 | -1 |
| O=C(NCc1cccnc1)C1CC(=O)N(CCc2ccccc2)C1 (stereo unspecified) | 106 | 6 | 8 | 108 | 0.1 | -5 | -3 | 13 | 2 |
| COc1ccc(CCN2C(=NC(=O)CCC(=O)O)SC3CS(=O)(=O)CC32)cc1 (stereo unspecified) | 105 | 12 | 2 | 104 | -1.6 | 3 | 0 | 5 | -1 |
| CCN(CC)C(=O)COc1ccc(Br)cc1Cl | 97 | -3 | -1 | 97 | 0.0 | -5 | -14 | -2 | -6 |
| COc1ccc(S(=O)(=O)NCC2CCC(C(=O)NCCCN3CCCC3=O)CC2)cc1 (stereo unspecified) | 101 | 23 | -6 | 98 | -0.2 | -39 | 4 | -1 | 6 |
| COc1cc(C2C(C(=O)OC(C)C)=C(C)Nc3[nH]c(=O)[nH]c(=O)c32)ccc1O (stereo unspecified) | 61*[inhibitor] | -14 | 1 | 70*[inhibitor] | 2.4 | -12 | -11 | -16 | -4 |
| COc1ccc(C(=O)NC2CCCc3ccccc32)cc1 (stereo unspecified) | 103 | 2 | -1 | 101 | 0.4 | -16 | -3 | -4 | -11 |
| CC(C)CCN1CCN(Cc2ccc(C#CCCO)cc2)CC1CCO (stereo unspecified) | 104 | 15 | 1 | 111 | 0.6 | -1 | -2 | 19 | 1 |
| CC(Sc1cnccn1)C(=O)O (stereo unspecified) | 101 | 27 | 3 | 98 | -1.9 | -1 | 0 | 0 | 0 |
| CCOc1ccccc1C(=O)Nc1nnc(COC)s1 | 104 | 4 | 0 | 105 | -1.6 | -9 | -1 | 3 | -3 |
| Cc1ccc(C(=O)N2c3ccccc3NC(=O)C2C)cc1 (stereo unspecified) | 115 | 20 | 17 | 101 | -0.1 | -6 | 8 | 5 | -3 |
| COc1cc2c(cc1OC)CN(CC(=O)NC(=O)NCc1ccccc1)CC2 | 94 | 4 | -6 | 90 | 5.4 | -23 | -12 | -4 | -5 |
| COc1ccc(CN2CCNC(=O)C2CC(=O)NCc2cccc(C)n2)c(OC)c1 (stereo unspecified) | 103 | -13 | 3 | 100 | 0.3 | -11 | 0 | -1 | -3 |
| Cc1cc(OCC(=O)NNC(=O)c2ccncc2)cc(C)c1Cl | 99 | -8 | 4 | 100 | 3.4 | -15 | 2 | 2 | 0 |
| CCN(CC)S(=O)(=O)c1cccc(C(=O)OCC(=O)C23CC4CC(CC(C4)C2)C3)c1 | 100 | -7 | 3 | 99 | 11 | -2 | -14 | -1 | -7 |
| COC(=O)CC(=O)Cc1nc(N)nc(Nc2ccc(C)c(C)c2)n1 | 103 | 20 | -6 | 99 | -0.9 | -19 | 0 | 0 | -7 |
| COc1ccc(N2CCN(CCCNC(=O)Cn3c(=O)c4cccn4c4cccnc43)CC2)cc1 | 102 | 5 | -14 | 138* | -0.8 | 1 | 5 | 11 | -2 |
| c1ccc2c(c1)COC(CN1CCCCC1)OC2 | 91 | 18 | 4 | 90 | 0.5 | 4 | 10 | -5 | -7 |
| CCOc1ccc(CNC(=O)CCc2cn(Cc3ccccc3)c3ccccc23)cc1 | 108 | 11 | 1 | 101 | 5.3 | -9 | -3 | -3 | 2 |
| Cc1ccc[n+](-c2[nH]c(=O)sc2/C=N/NC(=O)c2ccccc2[O-])c1 | 96 | 5 | 12 | 96 | 8.6 | -4 | 1 | 15 | 2 |
| CCOC(=O)C(C)N1C(=O)S/C(=C/c2ccc3c(c2)n(C)c(=O)n3C)C1=O (stereo unspecified) | 101 | 19 | 1 | 101 | -0.8 | -11 | -7 | 2 | 6 |
| CCN(CC)C(=O)C1=C(C)NC(=O)NC1c1ccccc1F (stereo unspecified) | 105 | -12 | 9 | 101 | / | -2 | / | -1 | / |
| Cc1cc(C(=O)NCc2cc(C)n(C)n2)sc1-c1ccccc1 | 107 | -8 | -2 | 108 | -1.2 | -17 | 13 | 9 | -9 |
| CCc1ccc(NC(=S)NCc2cccnc2)cc1 | 99 | 0 | 0 | 98 | -1.5 | -7 | 1 | 2 | -6 |
| CCOC(=O)c1sc(Nc2ccccc2Cl)nc1C | 102 | 14 | -15 | 106 | 0.9 | -13 | 4 | 1 | 2 |
| O=c1cc(N2CCN(c3ccccc3F)CC2)[nH]c(=O)n1-c1ccc(Br)cc1 | 104 | -8 | 11 | 109 | -4.2 | -3 | 3 | 13 | 2 |
| CCOC(=O)N1CCN(C(=O)c2ccc(N(Cc3ccc(Cl)cc3)S(C)(=O)=O)cc2)CC1 | 105 | 14 | -12 | 108 | -1.1 | -57 | 2 | 7 | -11 |
| Cc1c(-c2cccs2)[n+](=O)c2c(n1[O-])CCCC2 | 99 | 17 | -3 | 95 | -0.8 | 2 | -9 | 4 | -1 |
| CCC(C)SCC(=O)Nc1ccc(S(=O)(=O)N2CCOCC2)cc1OC (stereo unspecified) | 99 | 5 | 1 | 91 | -0.1 | -28 | -2 | 3 | -4 |
| CCCCN(C(=O)c1ccccc1OCc1ccc(F)cc1)c1c(N)n(CC(C)C)c(=O)[nH]c1=O | 103 | -1 | 2 | 106 | 0.9 | -47 | 7 | 2 | -1 |
| CCOC(=O)C1CCCN(C(=O)c2ccccc2Oc2ccccc2)C1 (stereo unspecified) | 102 | 5 | 0 | 98 | -0.2 | -32 | -2 | -1 | -3 |
| CN(Cc1ccccc1)C(=O)COC(=O)c1cc(NS(=O)(=O)c2cccs2)ccc1O | 99 | -5 | 4 | 102 | -0.8 | -15 | -9 | 2 | -9 |
| CC(=O)NC1(c2ccccc2)CCN(c2nc(C)cc(C)n2)CC1 | 104 | 12 | 6 | 107 | 0.8 | -17 | -4 | 11 | -3 |
| O=c1nc(NCc2ccco2)sc2ncccc12 | 99 | 13 | 9 | 100 | 0.2 | -4 | -8 | -4 | -6 |
| Cc1ccc(-c2nc(N/N=C/c3cccnc3)c3ccccc3n2)cc1 | 105 | 0 | 4 | 106 | -2.2 | -4 | -39 | 1 | 2 |
| O=C(O)CC1Oc2ccc(Cl)cc2NC1=O (stereo unspecified) | 97 | 12 | 3 | 96 | -0.4 | -9 | 2 | 0 | 0 |
| COc1ccc(C(CCN2CCCC2)c2c(O)cc(OC)cc2OC)cc1 (stereo unspecified) | 117 | 4 | / | 149* | 0.8 | / | -6 | 9 | -4 |
| O=C(Nc1ccccc1)N1CCN(c2nc3ccccc3s2)CC1 | 100 | 1 | -5 | 95 | 0.7 | -14 | 2 | 0 | -6 |

Continuation:
| Molecule | MEKK3 PB1 HTS | UBC9 SUMO inh | HCV NS3 hel inh | MEKK2 WT-MEK5 | CRFR2-BP ag | DNA FID counter | CRFR2-BP antag | MEKK2 mut-MEK5 | GalR3 antag |
| --- | --- | --- | --- | --- | --- | --- | --- | --- | --- |
| Cc1ccc(-c2csc(NC(=O)Cn3[nH]c(=O)c4ccccc4c3=O)n2)cc1 | 101 | -31 | 0 | 100 | 1.5 | -8 | -8 | 2 | -3 |
| CCOC(=O)c1ccc(NC(=O)CSc2nc(C)cc(=O)[nH]2)cc1 | 105 | 28 | 17 | 101 | -0.1 | -4 | 24 | 1 | / |
| Nn1c(SCc2cccc(C(F)(F)F)c2)nnc1-c1ccco1 | 100 | -13 | 1 | 93 | 1.4 | -7 | -11 | -5 | -2 |
| COc1ccc(C(=O)N2CCN(C(=O)c3cc(OC)c(OC)c(OC)c3)CC2)cc1 | / | 0 | -1 | / | 1.0 | -12 | -8 | / | 5 |
| CCOc1ncnc2c1[nH]c1ccccc12 | 82 | 3 | 3 | 95 | -0.6 | -1 | 0 | -6 | -3 |
| Cc1ccc(N(Cc2cc(=O)[nH]c3ccccc23)C(=O)c2ccco2)cc1 | 90 | 4 | 0 | 87 | -0.8 | -30 | 6 | -8 | -2 |
| O=C(Nc1nnc(-c2ccco2)o1)c1ccc(S(=O)(=O)N2CCCC2)cc1 | 104 | -10 | -4 | 106 | 2.7 | -23 | 9 | 3 | -8 |
| CCNC(=S)NC1CC2CCCC(C1)N2Cc1ccco1 (stereo unspecified) | 81*[inhibitor] | 11 | -4 | 91 | -2.9 | -1 | 18 | -6 | -2 |
| CCc1nn(C(CC)C(=O)NCCCc2ccccc2)c(=O)c2cc3occc3n12 (stereo unspecified) | 98 | 9 | 28 | 93 | -2.7 | -56 | -14 | -3 | -9 |
| CCCCNC(=O)CSc1nnc(-c2ccco2)n1C | 100 | 34 | 17 | 99 | -0.3 | -10 | -8 | -2 | -1 |
| CCCNNC(=O)C(O)(c1cccc(C)c1)c1cccc(C)c1 | 109 | 7 | 5 | 108 | -1.2 | -6 | 12 | -1 | -12 |

Entries of single compounds from above.
CCNC(=S)NC1CC2CCCC(C1)N2Cc1ccco1 (stereo unspecified) reads MEKK3 PB1 HTS = 81*[inhibitor]; UBC9 SUMO inh = 11; HCV NS3 hel inh = -4; MEKK2 WT-MEK5 = 91; CRFR2-BP ag = -2.9; DNA FID counter = -1; CRFR2-BP antag = 18; MEKK2 mut-MEK5 = -6; GalR3 antag = -2
CCc1nn(C(CC)C(=O)NCCCc2ccccc2)c(=O)c2cc3occc3n12 (stereo unspecified) reads MEKK3 PB1 HTS = 98; UBC9 SUMO inh = 9; HCV NS3 hel inh = 28; MEKK2 WT-MEK5 = 93; CRFR2-BP ag = -2.7; DNA FID counter = -56; CRFR2-BP antag = -14; MEKK2 mut-MEK5 = -3; GalR3 antag = -9

High-throughput results from PubChem.
